Source: PubChem (several laboratories)
FXIa inh 1536 = blocks human coagulation factor XIa protease activity | P03951 | purified FXIa, Boc-Glu-Ala-Arg-AMC fluorogenic substrate | inhibition, % at 5 µM | 0.14% of 220,000 active | AID 798;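 active = inhibition of at least 40%; inactive = inhibition below 40%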;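 note: fluorescence of freed AMC excited at 355 nm; 0% = enzyme without compound and 100% = no enzyme blank; many of its hits are not listed in these tables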
Target sequence (P03951 19-387 limits assumed): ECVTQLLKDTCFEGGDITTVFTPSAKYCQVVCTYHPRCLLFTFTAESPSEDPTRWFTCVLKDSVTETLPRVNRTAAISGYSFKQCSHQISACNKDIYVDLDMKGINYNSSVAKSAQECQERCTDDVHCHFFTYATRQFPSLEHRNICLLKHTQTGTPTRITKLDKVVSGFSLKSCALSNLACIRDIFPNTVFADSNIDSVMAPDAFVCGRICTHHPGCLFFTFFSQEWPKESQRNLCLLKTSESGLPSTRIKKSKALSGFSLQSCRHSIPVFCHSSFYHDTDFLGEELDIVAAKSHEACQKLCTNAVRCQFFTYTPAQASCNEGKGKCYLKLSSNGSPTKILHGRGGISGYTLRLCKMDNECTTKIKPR
Target sequence (P03951 388-625 limits assumed): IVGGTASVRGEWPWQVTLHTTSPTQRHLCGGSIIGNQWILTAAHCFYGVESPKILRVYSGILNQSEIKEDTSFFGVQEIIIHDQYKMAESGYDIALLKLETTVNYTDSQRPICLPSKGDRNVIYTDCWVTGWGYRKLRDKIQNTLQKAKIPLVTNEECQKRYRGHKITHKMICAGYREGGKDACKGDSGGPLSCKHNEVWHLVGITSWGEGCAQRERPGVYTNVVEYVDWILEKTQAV
thrombin 1536 = blocks human thrombin protease activity; AID 1046; alpha-thrombin, Boc-VPR-AMC fluorogenic substrate cleavage; inhibition, % at 5 µM; P00734; 0.26% of 220,000 active;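 active = inhibition at or above 40%; inactive = inhibition below 40%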;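 note: 0% = enzyme with no compound and 100% = wells without enzyme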
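Test system: human alpha-thrombin protein / Dosing: one concentration per compound, 5 µM, with 0.2% DMSO / Medium: pH 7.5 Tris-saline with Tween 20 / Benchmarks: no-compound enzyme wells and no-enzyme blanks / Read-out basis: percent inhibition of thrombin substrate cleavage / Timing: reaction at room temperature / Measured by: fluorescence, ex 355 nm, em 460 nm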
KLK5 inh = blocks human kallikrein 5 protease activity | inhibition, % at 5 µM | 0.59% of 210,000 active | AID 873 | recombinant hK5, fluorogenic AMC substrate cleavage | Q9Y337;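 active = inhibition of 40% or more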;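 note: 0% = enzyme controls without compound and 100% = no-enzyme blanks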
Target sequence (Q9Y337 67-293 limits assumed): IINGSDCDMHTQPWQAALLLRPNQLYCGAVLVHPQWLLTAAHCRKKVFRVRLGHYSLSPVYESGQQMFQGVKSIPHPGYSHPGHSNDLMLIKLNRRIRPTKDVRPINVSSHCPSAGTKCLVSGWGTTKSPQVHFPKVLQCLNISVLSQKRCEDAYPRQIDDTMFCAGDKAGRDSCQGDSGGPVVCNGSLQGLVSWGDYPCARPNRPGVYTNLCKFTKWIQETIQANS
FXIIa inh 1536 = factor XIIa (human) inhibition | purified FXIIa, Boc-QGR-AMC fluorogenic substrate, 2 h | inhibition, % at 5 µM | 0.3% of 220,000 active; in the data active = inhibition above about 40%;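 note: 0% = enzyme with no compound and 100% = blank without enzyme; many of its hits are not listed in these tables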
KCC2 mod = modulates chloride dependent transport by human KCC2; 2.2% of 190,000 active; KCC2 cells, thallium flux FluoZin-2 fluorescence; AID 1456; Q9H2X9; B-score of Tl+ flux slope (higher = more flux/activation; lower = inhibition) at 10 µM;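 active = thallium flux slope and its plate-corrected score both differing from the plate sample mean at a set confidence after two filtering rounds, in either direction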;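 note: slope of fluorescence scaled to starting intensity during 10 to 20 s after thallium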
Rad51 HR inh = blocks human Rad51 in homologous recombination; Q06609; inhibition, % at 10 µM; 0.085% of 200,000 active; hRad51 DNA strand exchange, fluorescence dequenching;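 active = inhibition above 40% at the single screening dose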;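 note: 0% = DMSO control wells and 100% = blanks with heterologous ssDNA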
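Test system: preformed human Rad51 ssDNA filaments. Compound dosing: single dose, 10 µM final compound. Incubation: filaments 15 min 37 °C, then compound 30 min. Technique: FRET fluorescence dequenching, excitation 485 nm, emission 520 nm. Read-out basis: percent inhibition from fluorescence, normalised to plate control and blank means. Benchmarks: plate controls and plate blanks.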
Furin inh = blocks human furin protease activity; P09958; purified furin, fluorogenic substrate cleavage; inhibition, % at 30 µM; 0.061% of 220,000 active; in the data active = inhibition above about 25%; note: inactives centre near -15
PERK inhibitor = blocks human PERK kinase. CHO PERK-DD fusion, SEAP luminescence translation reporter. 0.17% of 220,000 active. inhibition, % at 5.6 µM;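 active = inhibition above the mean inhibition of all tested compounds plus 3 SD, set separately per screening campaign, cut at about 2.9% in these data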;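 note: PERK kinase domain activated by AP20187 dimerizer at 100 nM; 0% = DMSO with dimerizer and 100% = rapamycin at 8.4 µM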
Calpain2 inh = calpain II (pig) inhibition; purified calpain II, fluorogenic peptide substrate, 30 min; inhibition, % at 16 µM; 0.37% of 220,000 active; AID 1236;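 active = inhibition above about 50%, limit read from the data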
An asterisk follows results filed as active; i = inactive; . = no result given; & = joins results of further samples; [ ] = remark or other dose. This is a subset; count on the stated rates, not on these rows.

structure	Rad51 HR inh	FXIa inh 1536	Calpain2 inh	FXIIa inh 1536	KLK5 inh	KCC2 mod	PERK inhibitor	thrombin 1536	Furin inh
COc1ccc(C2C3=C(CC(C)(C)CC3=O)Nc3c2c(=O)[nH]c(=O)n3Cc2ccccc2)cc1 (centres undefined)	-4	7	-141	12	-45	-1.6	-0.3	-1	0
Cc1ccc(Nc2nc(N3CCN(C)CC3)nc(N)c2[N+](=O)[O-])cc1C	-8	8	12	2	0	-0.72	-0.2	2	-1
CCOc1ccc2[nH]c(=O)c(C(c3nnnn3C3CCCCC3)N3CCN(CC)CC3)cc2c1 (centres undefined)	-5	-19	-198	-18	-1	.	-0.3	-3	-40
CC(C)c1ccc2c(c1)c(SC(C)(C)C)c(CC(C)(C)C(=O)O)n2Cc1ccc(Cl)cc1	-10	.	32	.	.	6.5*	1.6	.	.
CCCCOC(=O)N1CCOCCOCCOCCOCC1	18	-2	15	11	1	0.15	0.7	0	-27
Cc1ccc(C)n1NC(=O)c1ccccc1[N+](=O)[O-]	-9	2	-35	13	3	0.00021	-0.3	1	-21
CN(C)S(=O)(=O)c1cccc(NC(=S)NCc2ccco2)c1	-3	-5	-17	5	-2	-0.11	0.7	-6	-14
COC(=O)c1ccc(OC(=O)CCN2C(=O)C3C4c5ccccc5C(c5ccccc54)C3C2=O)cc1 (centres undefined)	-3	-3	6	0	-11	0.82	0.4	-8	-20
COc1ccc(C(=O)C(C)[n+]2ccc(-c3nnc4n3CCCCC4)cc2)cc1 (centres undefined)	4	-1	-13	-1	0	0.81	0.3	-7	-20
CN(C)c1oc(-c2ccccc2Cl)nc1C#N	.	0	-30	11	-2	-1.8	-0.7	0	-17[20 µM]
NS(=O)(=O)c1ccc(NC(=S)NC(=O)c2ccco2)cc1	20&1	-10&5	1&-8	3&7	-10&-18	1.8&2.4	0.1&2.1	-1	-4&-22
O=C(CN1CCCC1)NN=C(c1ccccc1)c1ccccc1	7	0	6	9	.	-0.7	-0.1	-1	-9
CCOC(=O)C1=C(C)NC(SC)=NC1c1ccccc1 (centres undefined)	4	7	-17	13	-7	0.016	1.0	3	5[20 µM]
CCCC(=O)Nc1ccccc1NC(=O)CN(C)S(=O)(=O)c1ccc(C)cc1	4	-6	-14	-4	4	0.02	0.1	-8	16[20 µM]
Cc1nc(-c2ccccc2)cs1	-2	2	11	13	-1	.	0.7	-1	-23[20 µM]
CCOc1ccccc1CN1CCN(Cc2cn(C)nc2-c2ccccc2)CC1CCO (centres undefined)	25	1	-7	8	1	0.082	0.6	0	-23
CCOC(=O)CCn1c(CC(=O)OCC)nc2ccccc21	-8	1	-21	12	-20	.	-0.2	2	-15
COc1cccc(CNC(=O)CSc2ccc(-c3cccs3)nn2)c1	3	-2	-6	14	-2	-3.2*	0.5	-1	-27
CCCn1c(C)cc(C(=O)CN2C(=O)c3cccc(N)c3C2=O)c1C	0	3	-239	17	2	-0.21	-1.0	0	-8[20 µM]
COc1ccc(Nc2nnc(Cc3ccc(Cl)cc3)c(=O)[nH]2)c(OC)c1	6	6	-66	19	2	-2.1	0.6	3	-4
O=C1NNC(c2ccccc2)=N/C1=C\c1ccccc1	-24	-14	14	1	10	-1.2	0.6	-6	-15
Cc1ccc(NC(=O)c2cc3c(=O)oc4ccc(C)cc4c3s2)nc1	19	-1	-51	13	5	0.075	0.0	1	-37
Cc1ccc(NC(=O)/C=C/c2ccc(Cl)cc2)nc1	-1	-9	-67	4	-5	0.6	0.3	-11	-18
Cc1cc(C)n(CC(C)Nc2nc3nonc3nc2N2CCCCC2)n1 (centres undefined)	2	-1	-13	12	4	-0.97	0.1	-3	-23
O=C(CNC1CCCCC1)N1CCc2ccccc2C1	-1	5	-42	2	-6	.	-0.1	-1	-19[20 µM]
CCN(CC)CC(=O)Nc1sc2c(c1C(=O)c1ccccc1OC)CCC2	-11	-1	10	7	0	.	0.0	-4	-25
CCOC(=O)CC(=O)Nc1ccsc1C(N)=O	3	-1	2	2	-4	0.29	1.7	-8	-17
Cc1ccc(CSCc2nc3ccccc3[nH]2)cc1	1	-3	-11	-4	-26	-0.25	1.3	0	-30
COc1cccc(OC)c1OCCOc1ccccc1OC(C)C	-7	9	-16	17	0	0.032	-0.7	2	-9[20 µM]
O=C(c1ccc2c(=O)n(C3CCCC3)c(=S)[nH]c2c1)N1CCN(C2CCCCC2)CC1	.	8	-28	17	22	8.3*	0.8	0	-28

An excerpt from above, showing only Furin inh:
canonical_smiles	Furin inh
CCOC(=O)CCn1c(CC(=O)OCC)nc2ccccc21	-15
CCOC(=O)CC(=O)Nc1ccsc1C(N)=O	-17

More results follow:
structure	Rad51 HR inh	FXIa inh 1536	Calpain2 inh	FXIIa inh 1536	KLK5 inh	KCC2 mod	PERK inhibitor	thrombin 1536	Furin inh
CN(c1ccccc1)S(=O)(=O)c1cccc(NC(=O)Nc2ccc(Cl)cc2C#N)c1	17	-4	-10	-1	-12	0.74	0.0	-6	-19
CCOC(=O)C1(Cc2cccc(OC)c2)CCN(Cc2ccc3c(c2)OCCO3)CC1	-6	1	14	11	4	-1.4	-0.7	-6	-15
O=C(O)/C=C\C(=O)NNC(=O)c1cc(-c2ccccc2)n[nH]1	-3	12	-2	4	-1	1.3	0.8	2	-30
O=C(c1ccc2c(=O)n(CC3CCCO3)c(=S)[nH]c2c1)N1CCN(c2ccccc2)CC1 (centres undefined)	-11	-2	10	15	-5	-0.19	1.7	-2	-33
COc1ccc(-c2c[n+]3c(n2-c2ccccc2)CCCCC3)cc1	-17	5	21	11	2	-0.39	0.9	2	-17
Cc1cccc(/C=N/NC(=O)Cn2nccc2C)n1	5	6	24	11	-5	0.017	0.2	-12	-13
COc1cc(CNc2ccc3[nH]c(=O)[nH]c3c2)cc(Br)c1OCC(=O)NC(C)(C)C	-9	-21	-16	11	7	.	2.0	-3	-14[20 µM]
COc1ccc(CNC(=O)C(c2ccco2)N(Cc2cccs2)C(=O)Cc2cccs2)cc1 (centres undefined)	2	-4	3	4	1	0.61	-0.1	-9	-22[20 µM]
C=CCc1cccc(CNc2nc3ccccc3n2CCC)c1O	-5	0	-3	10	-8	1	-0.2	3	-19[20 µM]
COCCn1c(C)cc(C(=O)COc2ncnc3ccc(Br)cc23)c1C	3	4	14	10	4	-0.96	-0.4	-8	-15
CCOC(=O)CNC(=O)CNC(=O)c1ccc(OCC(C)C)cc1	10	-10	4	-3	-1	.	-0.4	-7	-16
O=C(CN1CCCN(Cc2ccc(F)cc2Cl)C1=O)NC1CCCCCCC1	2	7	15	24	104*	-0.52	-0.5	12	-21[20 µM]
CCOc1cccc(-n2nnnc2-c2ccc(OC)cc2)c1	2	4	-7	9	0	-1.2	0.9	6	-18[20 µM]
Fc1ccc(Cn2nnnc2C(c2cccs2)N2CCCCCC2)cc1 (centres undefined)	.	-15	50	-7	-10	-0.44	0.2	11	-15
COc1cccc(CNC(=O)CCNS(=O)(=O)c2cccc3nsnc23)c1	5	-2	4	4	1	-1	0.1	4	-4
CN(Cc1ccco1)C(=O)Cn1c(=O)oc2cc(S(=O)(=O)NCc3ccccc3)ccc21	4	-5	-1	1	28	-0.59	-0.2	-5	-18
COC(=O)c1ccc(S(=O)(=O)N2CCCCCC2)cc1	6	3	-26	12	-3	-1.2	1.1	1	-13
O=C(CCn1nnc2ccccc21)NNC(=O)C1CCCCC1	3	-6	-41	1	-5	0.029	0.9	-9	-28
CC(C)(C)C1CCc2c(sc(NC(=O)c3cc(C4CC4)on3)c2C#N)C1 (centres undefined)	-4	4	-103	14	-8	1.4	1.3	-3	-26
COc1ccc(NC(=O)c2oc3ccc(S(=O)(=O)N4CCC5(CC4)OCCO5)cc3c2C)cc1	-7	11	-120	15	100*	-0.51	-0.8	8	2
Cc1nc2ccccc2n1C1CC(=O)N(N(C)C)C1=O (centres undefined)	-2	7	26	18	-12	-0.41	0.8	-7	-21[20 µM]
CCCCC(CCC(=O)Nc1ccc(C(=O)OC)cc1)C(=O)O (centres undefined)	0	0	-4	2	3	1.1	0.4	-2	-12[20 µM]
OCc1cn(-c2ccccc2)nc1-c1cccnc1	-1	24	-18	21	-57	.	0.8	4	-11
O=C(NC1CC1)C1=C[C@H](c2c[nH]c3ccccc23)C[C@H](OCc2ccc(CO)cc2)O1	8	-5	-17	2	-2	0.3	.	-7	-21
CC1=Nn2c(nnc2-c2ccccc2)SC1	.	-3	-24	-4	0	0.45	0.4	-3	-12[20 µM]
O=C1CCC(=O)N1OCCOc1ccccc1	4	-1	-20	11	4	-0.0065	-0.5	3	-35
O=C(CSCc1ccc(Cl)cc1)Nc1ccc2c(c1)OCCO2	-3	8	-21	20	-34	-1.6	1.6	3	-10
CC1Cc2ccccc2N1C(=O)COC(=O)Cn1cnc2ccccc2c1=O (centres undefined)	-3	2	15	15	-19	-1.2	-0.2	5	-25
COc1ccc2cc3cc(C(=O)NC(C)C)oc3nc2c1	-4	-21	i	-52	-190	-0.5	-0.6	-23	-153[20 µM]
CCOC(=O)N1CCN(Cc2cn[nH]c2-c2cccc3ccccc23)CC1	3	-7	0	5	-3	0.24	-0.6	-7	-23

structure	Rad51 HR inh	FXIa inh 1536	Calpain2 inh	FXIIa inh 1536	KLK5 inh	KCC2 mod	PERK inhibitor	thrombin 1536	Furin inh
Cc1onc(-c2ccccc2Cl)c1C(=O)NCc1nc(-c2ccccc2)no1	2	2	-40	12	3	.	0.2	-3	-12[20 µM]
CCCC1S/C(=N/N=C/c2ccc(OC)cc2)N(Cc2ccccc2)C1=O (centres undefined)	1	-28	4	3	3	0.73	1.7	-7	-6[20 µM]
CCc1cccc(CC)c1NC(=S)NCCc1ccc(O)c(O)c1	2	-3	-35	-2	-6	-0.018	0.9	.	-16
O=c1ccc2c(o1)/C(=C/C=C(Cl)Cl)CCC2	-2	4	-5	9	2	-1.3	-1.1	3	-22
CN1CCN(c2ccccc2NC(=O)c2ccccc2F)CC1	9	5	3	10	6	0.73	-1.4	0	-13
COc1cc2c(cc1OC)CN(Cc1nc3ccsc3c(=O)[nH]1)CC2	-13	1	-146	9	1	-1.5	-0.3	-2	-10[20 µM]
CSCc1ccc(C(=O)Nc2ccc(C(N)=O)cc2)cc1	-17	-3	-37	4	-9	0.085	-0.3	-3	-17
Cc1ccccc1/C=C\c1nc2ccccc2c(=O)[nH]1	-1	-5	-116	7	0	.	-0.7	-1	-22
COc1cc(CCN2C(=O)c3cccc4cccc(c34)C2=O)c(S(=O)(=O)NCCO)cc1OC	-1	2	-11	13	-10	-0.14	-0.1	-6	-7
CCOC(=O)Cc1csc(NS(=O)(=O)c2ccc(C(F)(F)F)cc2)n1	3	5	-1	10	2	-0.7	1.7	-1	-20
COc1cccc(C2CC(c3ccccc3C)n3nc(N)nc3N2)c1 (centres undefined)	8	5	-17	17	-1	-0.85	1.2	2	-29
CCOC(=O)c1ccc(NC(=O)CSC2=NC(=O)C(CC)C(=O)N2)cc1 (centres undefined)	3	-8	2	0	-4	0.22	1.1	-6	24[20 µM]
Cc1cc(C)cc(SCc2noc(C(=O)NCc3ccccc3)c2C(=O)NCc2ccccc2)c1	6	-4	46	1	-3	-1.5	.	-5	-18
